# FBW7 act – activators of human E3 ligase FBW7; Q969H0; 650,000 tested, 0.13% active; normalized activity (activation), % at 26.1 µM; AlphaScreen FBW7–phospho-cyclin E peptide binding, activator screen; in the data active = normalized activity above about 1.9%;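 note: purified mutant Fbw7 with reduced substrate affinity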
# TEAD-YAP block – TEAD-YAP interaction inhibition; AID 1259422; inhibition, % at 9.12 µM; 640,000 tested, 1.4% active; HEK-TIYL cells, TEAD-Gal4/YAP UAS-luciferase luminescence; in the data active = inhibition above about 32%;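 note: 0% = median of test compound wells and 100% = reference inhibitor wells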
# GPR151 activ – activators of human GPR151. Q8TDV0. PathHunter beta-arrestin GPR151 cells, luminescence. activation, % at 11.2 µM. 650,000 tested, 1% active. AID 1508602; in the data active = activation above about 4.9%;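 note: 0% = median of compound wells and 100% = cells with positive control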
# Target sequence (Q8TDV0 whole entry, looked up): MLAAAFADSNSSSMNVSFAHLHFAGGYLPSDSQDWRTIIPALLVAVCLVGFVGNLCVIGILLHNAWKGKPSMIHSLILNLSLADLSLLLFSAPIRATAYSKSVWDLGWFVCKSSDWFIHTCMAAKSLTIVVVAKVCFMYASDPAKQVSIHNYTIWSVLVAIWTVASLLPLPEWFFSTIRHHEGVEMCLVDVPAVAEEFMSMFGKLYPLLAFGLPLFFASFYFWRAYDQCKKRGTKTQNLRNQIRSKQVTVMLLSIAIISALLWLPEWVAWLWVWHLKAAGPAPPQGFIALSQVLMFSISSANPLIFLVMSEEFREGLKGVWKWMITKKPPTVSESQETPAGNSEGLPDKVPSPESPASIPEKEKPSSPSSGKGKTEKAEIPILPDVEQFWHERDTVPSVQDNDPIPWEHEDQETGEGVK
# MITF inh – inhibitors of human MITF. O75030. AlphaScreen MITF homodimerization, bead proximity signal. inhibition, % at 2.6 µM. 650,000 tested, 0.91% active; in the data active = inhibition above about 50%;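 note: 0% = vehicle wells with protein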
# Target sequence (O75030 whole entry, looked up): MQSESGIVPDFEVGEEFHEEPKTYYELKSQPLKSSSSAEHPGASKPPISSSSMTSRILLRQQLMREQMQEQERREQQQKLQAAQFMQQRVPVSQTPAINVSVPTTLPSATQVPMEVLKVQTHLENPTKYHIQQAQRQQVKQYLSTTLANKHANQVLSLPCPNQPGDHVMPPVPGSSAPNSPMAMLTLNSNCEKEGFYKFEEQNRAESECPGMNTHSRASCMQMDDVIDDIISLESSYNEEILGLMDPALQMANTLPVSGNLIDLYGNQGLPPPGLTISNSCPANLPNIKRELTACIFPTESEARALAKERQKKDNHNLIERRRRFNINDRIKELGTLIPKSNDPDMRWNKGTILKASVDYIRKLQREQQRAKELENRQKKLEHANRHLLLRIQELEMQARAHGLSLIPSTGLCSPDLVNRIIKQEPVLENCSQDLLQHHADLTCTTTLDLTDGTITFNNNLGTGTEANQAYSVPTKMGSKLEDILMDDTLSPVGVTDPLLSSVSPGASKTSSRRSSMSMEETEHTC
# * marks the source's active call; other numbers are inactive results.
# Every second line gives: FBW7 act	TEAD-YAP block	GPR151 activ	MITF inh
- CSc1ncccc1C(=O)Nc1ccc(C)cc1C
    1.0	0	-0.3	5
- CC(C)c1ccc(NC(=O)CSc2ncccc2C(=O)N2CCN(c3ccccn3)CC2)cc1
    -0.2	-32	-0.7	0
- Cc1nn(C)c(C)c1CN1CCN(C(=S)Nc2ccc(S(N)(=O)=O)cc2)CC1
    0.0	0	2.6	-9
- CCN(c1ccc(OC)cc1)S(=O)(=O)c1nnc(NC(=O)C2CCCCC2)s1
    0.0	-4	2.4	11
- O=C(NCc1nc(-c2cccnc2)n[nH]1)C(c1ccccc1)C1CCCCC1 (centres undefined)
    0.2	13	-0.7	11
- C/C=C/COC(=O)c1[nH]c2c(c1C)C(=O)CC(c1ccco1)C2 (centres undefined)
    -0.1	57*	1.9	10
- Cc1ccc(/C=C(\C#N)C(=O)Nc2cccc3ccccc23)o1
    0.0	-48	-0.5	-4
- COc1ccc(COC(=O)COc2ccc(C(C)=O)cc2OC)cc1F
    -0.1	-6	0.4	-1
- O=C(Nc1ccc(F)c(Cl)c1)c1ccccc1[N+](=O)[O-]
    0.1	2	-0.3	1
- COc1cccc(NC(=O)Nc2cn(C)c(=O)c3ccccc23)c1
    -0.1	0	1.5	2
- COc1cc(C)c(/C=C2/N=C(c3ccccc3)OC2=O)cc1C(C)C
    0.1	0	-0.1	-11
- Cc1cc(NC(=O)c2c(F)cccc2F)n(-c2nc3ccccc3[nH]2)n1
    0.1	2	0.0	10
- O=C(c1ccccc1Br)N1CCN(c2ccc(C(F)(F)F)cc2[N+](=O)[O-])CC1
    -0.3	-7	1.1	3
- COc1ccccc1Cn1nnc2c(=O)[nH]c(C(=O)NCc3ccc(F)cc3)nc21
    0.0	3	0.8	-16
- COc1ccccc1/C=C/CN1CCC2(CC1)CC2C(=O)N1CCCN(C)CC1 (centres undefined)
    -0.2	-3	-1.3	4
- CC(NC(=O)C1CCC(CNc2c(N3CCCCC3)c(=O)c2=O)CC1)c1ccccc1 (centres undefined)
    0.0	-11	0.3	2
- CCn1nnc(NC(=O)COc2ccccc2)n1
    -0.1	0	0.5	-16
- COc1ccc(-n2ncc3c(NCc4ccco4)ncnc32)cc1
    0.2	-60	1.2	8
- N#CCSc1nc2ccc(N3CCCCC3)cc2c(=O)n1Cc1ccccc1
    0.5	-6	-0.4	14
- O=C(Nc1ccncc1)NC1CCN(C(=O)[C@H](O)COc2ccc(Br)cc2)CC1
    0.0	2	3.2	18
- CCCCn1c(SCC(=O)NC(C)(C)C)nnc1-c1ccncc1
    0.8	7	1.1	-2
- CCOC(=O)C1CCCCN1C(=O)Cn1cc(NC(=O)CCOc2ccccc2)cn1 (centres undefined)
    0.1	1	1.6	12
- COc1ccc(Cl)cc1S(=O)(=O)N1CCN(C(=O)c2ccc(F)cc2)CC1
    0.0	4	-1.0	-2
- O=C(CSc1ccc(-c2ccc3c(c2)OCCO3)nn1)N1CCCCC1
    0.1	9	-0.6	14
- CN(CCO)CC(O)Cn1c2ccc(Br)cc2c2cc(Br)ccc21 (centres undefined)
    0.0	-2	0.0	15
- CCc1ccc(NC(=O)Cc2ccc(OC)cc2)cc1
    0.1	-8	-1.0	-21
- COc1ccc(OCCSc2nc(C)nc3ccccc23)cc1
    0.1	-4	0.4	13
- COc1ccc(-n2nc(C(=O)NCC(=O)N3CCOCC3)c3ccccc3c2=O)cc1OC
    0.2	6	2.7	11
- CC(=O)NC1=NC(=O)/C(=C/c2cccc(OCc3ccccc3)c2)S1
    -0.1	-8	-1.1	-3
- CCCCNc1nc2ccccc2n2c(C)nnc12
    -0.1	-6	0.6	-7

# Part of the list above in order of SMILES length, falling:
# Every second line gives: FBW7 act	TEAD-YAP block	GPR151 activ	MITF inh
- Cc1nn(C)c(C)c1CN1CCN(C(=S)Nc2ccc(S(N)(=O)=O)cc2)CC1
    0.0	0	2.6	-9
- COc1ccc(Cl)cc1S(=O)(=O)N1CCN(C(=O)c2ccc(F)cc2)CC1
    0.0	4	-1.0	-2
- C/C=C/COC(=O)c1[nH]c2c(c1C)C(=O)CC(c1ccco1)C2 (centres undefined)
    -0.1	57*	1.9	10
- COc1cc(C)c(/C=C2/N=C(c3ccccc3)OC2=O)cc1C(C)C
    0.1	0	-0.1	-11
- COc1ccc(OCCSc2nc(C)nc3ccccc23)cc1
    0.1	-4	0.4	13
- CCn1nnc(NC(=O)COc2ccccc2)n1
    -0.1	0	0.5	-16

# Further structures
# Every second line gives: FBW7 act	TEAD-YAP block	GPR151 activ	MITF inh
- COc1cccc(/C=N/NC(=O)Cn2cnc3ccccc32)c1OC
    -0.1	2	0.9	0
- Cc1ccc(COc2ccc(C3C4=C(CC(C)(C)CC4=O)NC4=C3C(=O)CC(C)(C)C4)cc2)cc1
    0.9	11	-1.3	-11
- CCCCOC(=O)Cn1c(=N)n(CCN(CC)CC)c2ccccc21
    -0.2	0	-0.8	4
- O=C(NCc1cccnc1)c1nc2ncccn2n1
    -0.1	2	0.1	12
- Cc1c(C(=O)NCCCN2CCCC2=O)sc2ncnc(NCCc3ccccc3)c12
    0.0	-17	-1.0	10
- CNC(=O)CSc1nnc(-c2ccc3c(c2)OCO3)o1
    -0.1	-25	-1.0	-1
- COc1ccc2nc(C)sc2c1NC(C)=O
    -0.1	-7	1.9	2
- O=C(CCCn1c(SCC(=O)NCc2ccccc2)nc2ccccc2c1=O)NCC1CCCO1 (centres undefined)
    -0.3	6	0.5	-3
- COC(=O)c1ccc(NC(=O)c2ccc(OC)cc2)cc1
    -0.1	0	1.6	-6
- Cc1ccc(-n2c(SCC(=O)Nc3nccs3)nnc2-c2ccncc2)c(C)c1
    -0.1	4	-0.5	4
- CN(C)S(=O)(=O)c1ccc(C(=O)N2CCc3ccccc3C2)cc1
    0.1	-2	-0.1	7
- O=C(Nc1cccc(C(F)(F)F)c1)c1cccnc1N1CCN(CCO)CC1
    0.0	0	2.0	1
- NC(c1cccc(F)c1)c1nc2ccc(-c3ccncc3)cc2[nH]1 (centres undefined)
    -1.2	-29	-0.1	9
- CCC1=NN2C(=N)/C(=C/c3cn(CCOc4ccc(Br)cc4)c4ccccc34)C(=O)N=C2S1
    0.0	-2	1.6	-4
- O=C(Cc1ccccc1)NC1CCN(Cc2nnnn2Cc2ccco2)CC1
    -0.1	0	0.0	2
- O=C(NC1CCCC1)c1cnn2c(C(F)(F)F)cc(-c3cccs3)nc12
    -0.1	-1	-1.1	1
- CCOc1nc(NC(=O)NS(=O)(=O)Oc2cccc(C)c2)nc(-c2ccccc2)n1
    0.0	-8	-1.4	14
- Cc1ccc(-c2nc(-c3ccc(NC(=O)Cn4cc([N+](=O)[O-])cn4)cc3)no2)cc1
    0.9	4	0.5	2
- CC(C)Oc1ccc(C(=O)Nc2nn(C)c3c2C(C)CC(=O)N3)cc1 (centres undefined)
    0.1	-1	-0.6	0
- Fc1ccc(C2Oc3ccc(Cl)cc3C3CC(c4cccs4)=NN32)cc1 (centres undefined)
    0.1	-12	0.2	5
- Oc1ccc2occ(C(O)c3cccs3)c2c1 (centres undefined)
    -0.1	0	0.2	6
- O=c1oc2ccc(Br)cc2cc1-c1csc(Nc2cccc3ccccc23)n1
    -0.1	-3	1.9	0
- CCOc1ccc(Nc2cc(N(C)C)c3nonc3c2[N+](=O)[O-])cc1
    -0.1	0	0.9	-1
- CS(=O)(=O)c1cnc2ncnn2c1C1CCCN(C(=O)Cc2cccc(F)c2)C1 (centres undefined)
    0.0	5	0.7	-3
- Cc1ccc2oc(-c3cccc(NC(=S)NC(=O)c4cccs4)c3)nc2c1
    -0.1	-59	0.7	6
- O=C(C(Sc1ccccc1)c1ccc(Br)cc1)N1CCOCC1 (centres undefined)
    -0.1	-2	0.5	-5
- Cc1ccc(NC(=S)NC2CCCCC2)cc1S(=O)(=O)N(C)C
    0.0	-43	1.1	6
- CCn1c(C)cc(=S)c2ccccc21
    -0.1	-1	1.4	2
- O=C1OC2(CCCCC2)OC(=O)C1=CNc1ccc2c(c1)OCO2
    0.0	-12	0.7	-20
- COc1cccc(NC(=O)c2ccc(-c3ccccc3OC)nc2N(C)C)c1
    0.6	11	0.1	11
- COc1ccc(OC)c2[nH]c(=O)c(CCNC(=O)c3ccccc3)cc12
    0.1	3	0.7	6
- Cc1ccc(C(=O)Nc2cc(C)c(O)c(C)c2)cc1
    -0.1	14	-0.7	2
- Cc1ccccc1NC(=O)c1ccc([N+](=O)[O-])cc1C(=O)O
    0.2	7	1.1	8
- CC(C)CCN1C(=O)c2ccc(C(=O)Nc3ccc(O)cc3C(=O)O)cc2C1=O
    0.0	12	-0.7	31
- C/C(=N\NC(=O)c1ccccc1Cl)c1ccc(O)cc1
    -0.1	-11	1.3	5
- CCC(C)N(C(=O)c1csnn1)C(C(=O)NC1CCCC1)c1ccc(F)cc1 (centres undefined)
    0.4	-4	0.3	-2
- COCCCNC(=O)CC1C(=O)NCCN1Cc1cccc(C(F)(F)F)c1 (centres undefined)
    0.0	7	1.9	3
- CCOC(=O)c1c(NC(=O)C(C)Sc2nnc(CNC(=O)c3cccs3)n2Cc2ccccc2)sc2c1CCC2 (centres undefined)
    0.0	1	-1.2	-8
- O=C(C(Cc1ccccc1)NS(=O)(=O)c1ccc(Cl)cc1)N1CCCCC1 (centres undefined)
    0.1	1	0.0	-2
- C=CCn1c(SCCCc2ccccc2)nc2c1c(=O)[nH]c(=O)n2C
    -0.2	-6	0.0	-10
- OCCN1CCN(Cc2cccc(Oc3ccccc3)c2)CC1
    -0.1	-12	1.3	2
- O=C(NC1CCCC1)C(Cc1ccc([N+](=O)[O-])cc1)N1C(=O)c2ccccc2C1=O (centres undefined)
    -0.1	2	-1.0	3
- Cc1ccc(C(=O)O)cc1-n1c(C)ccc1C
    -0.9	3	0.3	30
- CC(=O)OC(OC(C)=O)C12C=CC(O1)C1C(=O)N(c3ccccc3-c3ccccc3)C(=O)C12 (centres undefined)
    0.2	-12	0.5	-4
- Cc1sc2nc(C)n3c(=O)n(CC(=O)NCc4ccco4)nc3c2c1C
    0.0	5	1.7	51*
- CCC(/C=N/NC(=S)Nc1ccc(S(=O)(=O)N2CCOCC2)cc1)CC
    0.5	7	-1.3	9
- COCCNC(=O)c1ccc(CS(=O)(=O)c2c(Cl)cccc2Cl)o1
    0.4	-14	0.7	-14
- NC(=O)Cn1nnc(-c2ccccc2NC(=O)c2cnccn2)n1
    -0.1	3	-0.7	5
- O=C(Nc1ccc2c(c1)C(=O)NCCO2)c1cccc(Cl)c1
    -0.1	-16	-1.6	2
- O=C(NC(c1ccccc1)c1c(O)ccc2ccccc12)c1ccccc1Cl (centres undefined)
    -0.2	-3	0.7	2
- Cn1c(=O)c(-c2ccccc2N)nc2cc3ccccc3cc21
    -0.2	-65	0.9	18
- C/C(CC(=O)Nc1ccc2ccccc2c1)=N\NC(=O)c1ccc(O)c(O)c1
    -0.2	-24	1.2	0
- CCOC(=O)CSc1nc2cccnc2n1-c1ccc(F)cc1
    0.0	-4	0.6	-5
- Cc1ccc(-c2nc3cc(Cl)ccc3o2)cc1NC(=O)c1cc(Cl)ccc1Cl
    0.0	-37	-0.4	-2
- O=C(O)c1cccc(N=Cc2nc(-c3ccc(Br)cc3)oc2O)c1
    0.1	-10	-1.6	-4
- CCOc1ccc(NC(=O)C(CC(=O)O)Cc2cc(C)cc(C)c2)cc1 (centres undefined)
    0.2	1	-0.7	4
- N#C/C(=C\c1ccc(-c2ccc(OC(F)(F)F)cc2)o1)c1nn(CCO)c(N)c1C#N
    -0.1	9	0.6	3
- Cc1ccc(NC(=O)c2sc3ncn(CC(=O)N4CC(C)CC(C)C4)c(=O)c3c2C)cc1F (centres undefined)
    0.7	-1	-0.8	-12
- CC(C)n1c(NCc2cccnc2)nc2c(NCc3ccccc3)ncnc21
    0.0	-47	-0.7	-17
- O=C(NC(=S)Nc1ccc([N+](=O)[O-])cc1O)C1CCCCC1
    1.0	11	-0.5	5

# Some values from the entries so far:
# CCOC(=O)CSc1nc2cccnc2n1-c1ccc(F)cc1 in GPR151 activ is entered as 0.6
# O=C(NC1CCCC1)C(Cc1ccc([N+](=O)[O-])cc1)N1C(=O)c2ccccc2C1=O (centres undefined) in TEAD-YAP block is entered as 2
# N#C/C(=C\c1ccc(-c2ccc(OC(F)(F)F)cc2)o1)c1nn(CCO)c(N)c1C#N in TEAD-YAP block is entered as 9

# Random excerpt: two records from the list
# Every second line gives: FBW7 act	TEAD-YAP block	GPR151 activ	MITF inh
- CCOc1ccc(NC(=O)C(CC(=O)O)Cc2cc(C)cc(C)c2)cc1 (centres undefined)
    0.2	1	-0.7	4
- C/C(=N\NC(=O)c1ccccc1Cl)c1ccc(O)cc1
    -0.1	-11	1.3	5

# Going on with the list.
# Every second line gives: FBW7 act	TEAD-YAP block	GPR151 activ	MITF inh
- CC(=O)N1c2ccccc2N=C(c2ccc(Cl)cc2)CC1c1ccc(Cl)cc1 (centres undefined)
    0.3	17	-2.2	14
- Cc1ccc(C(=O)NCCO)cc1Cl
    0.0	-7	-0.2	3
- COC(=O)c1c(NC(=S)N2CCN(C(=O)C3CCCO3)CC2)sc2c1CCC2 (centres undefined)
    -0.2	-1	0.6	3
- CCOC(=O)c1sc(NC(=O)c2ccc(Br)s2)nc1C
    -0.1	-1	-0.9	8
- Cc1cc2nc(Cc3cccc(Cl)c3)c(=O)[nH]c2cc1C
    0.2	2	0.2	6
- CCOC(=O)c1cc2c(=O)n3ccccc3nc2n(CCOC)c1=NC(=O)c1ccco1
    0.6	-4	-1.6	23
- COc1ccccc1NC(=S)NCCCO
    0.1	5	-1.5	13
- Cc1cc2nc(N3CCC(C(=O)NCC4OCCc5ccccc54)CC3)nc(C)c2cc1C (centres undefined)
    0.1	-16	-0.4	2
- C#CCn1cc(CN2CCc3c(nc(N4CCOCC4)[nH]c3=O)C2)c2ccccc21
    0.0	-2	-0.4	5
- CSCCC(NC(N)=O)C(=O)NNC(=O)c1ccc(Br)cc1 (centres undefined)
    -0.1	-2	0.5	1
